# GSTO1 counter = GSTO1 inhibition, counter-screen for RBBP9 inhibitors; P78417; AID 1974; recombinant GSTO1, activity-based probe fluorescence polarization; inhibition, % at 5.96 µM; 1.1% of 300,000 active;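 active means inhibition above the campaign mean inhibition plus 3 SD, cut at about 35% in these data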;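 further: 0% = GSTO1-1 with DMSO and 100% = wells lacking GSTO1-1 enzyme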
# Target sequence (P78417 whole entry, looked up): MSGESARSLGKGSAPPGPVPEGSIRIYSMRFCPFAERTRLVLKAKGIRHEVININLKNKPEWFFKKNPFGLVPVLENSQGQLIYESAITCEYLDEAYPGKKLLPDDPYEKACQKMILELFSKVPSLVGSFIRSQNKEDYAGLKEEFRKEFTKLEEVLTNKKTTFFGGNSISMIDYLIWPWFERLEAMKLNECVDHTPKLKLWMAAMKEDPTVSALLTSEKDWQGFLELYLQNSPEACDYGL
# Fam108B counter = blocks mouse Fam108B hydrolase in RBBP9 counter-screen; recombinant Fam108B, FP-Rh probe fluorescence polarization; inhibition, % at 9.51 µM; 0.33% of 300,000 active; AID 1947;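 active means inhibition above the screen mean inhibition plus 3 SD, computed separately per campaign, cut at about 18% in these data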;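 further: inhibitors lower polarization as less probe binds the enzyme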
# PAFAH1B2 FP inh = blocks human PAF acetylhydrolase 1b catalytic subunit 2 | P68402 | inhibition, % at 3.39 µM | recombinant PAFAH1B2, FP-rhodamine activity probe, fluorescence polarization | 1.2% of 340,000 active | AID 492953;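 active means inhibition above the mean of all tested compounds plus 3 SD, cut at about 24% in these data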;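 further: 0% = enzyme with DMSO and 100% = wells lacking PAFAH1B2; many of its hits are not listed in these tables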
# PME-1 inh = blocks human protein phosphatase methylesterase 1; Q9Y570; recombinant PME-1, FP-Rh probe fluorescence polarization; inhibition, % at 5.9 µM; 0.53% of 320,000 active;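 active means inhibition above the campaign mean of all compounds plus 3 SD, cut at about 26% in these data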;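 further: competitive labeling of PME-1 active site by serine hydrolase directed probe; 0% = PME-1 with DMSO and 100% = wells lacking PME-1 enzyme; inhibitors block probe labeling so polarization falls and inhibition rises; many of its hits are not listed in these tables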
# PAFAH2 inh = PAFAH2 (human) inhibition; 0.99% of 340,000 active; inhibition, % at 3.39 µM; AID 492956; recombinant PAFAH2, FP-rhodamine activity probe, fluorescence polarization;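 active means inhibition above the mean over all tested compounds plus 3 SD, cut at about 30% in these data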;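 further: inhibitors block probe labeling of enzyme so polarization drops; 0% = enzyme with DMSO and 100% = wells lacking PAFAH2 protein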
# PAD4 FP inh = blocks human protein arginine deiminase 4; Q9UM07; recombinant PAD4, RCA probe fluorescence polarization; inhibition, % at 6.36 µM; 0.41% of 330,000 active;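 active means percent inhibition above a cutoff equal to the mean of all tested compounds plus 3 SD, cut at about 15% in these data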;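 further: 0% = PAD4 with RCA probe and DMSO and 100% = probe without PAD4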
# pPAFAH FP inh = pPAFAH (human) enzyme inhibition; Q13093; recombinant pPAFAH, FP-rhodamine probe fluorescence polarization; inhibition, % at 3.39 µM; 1.5% of 330,000 active; AID 463082;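 active means inhibition above the mean inhibition across the screen plus 3 SD, cut at about 25% in these data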;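 further: inhibitors block binding of the rhodamine activity-based probe so polarization drops; 0% = enzyme with DMSO and 100% = wells lacking pPAFAH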
# Target sequence (Q13093 whole entry, looked up): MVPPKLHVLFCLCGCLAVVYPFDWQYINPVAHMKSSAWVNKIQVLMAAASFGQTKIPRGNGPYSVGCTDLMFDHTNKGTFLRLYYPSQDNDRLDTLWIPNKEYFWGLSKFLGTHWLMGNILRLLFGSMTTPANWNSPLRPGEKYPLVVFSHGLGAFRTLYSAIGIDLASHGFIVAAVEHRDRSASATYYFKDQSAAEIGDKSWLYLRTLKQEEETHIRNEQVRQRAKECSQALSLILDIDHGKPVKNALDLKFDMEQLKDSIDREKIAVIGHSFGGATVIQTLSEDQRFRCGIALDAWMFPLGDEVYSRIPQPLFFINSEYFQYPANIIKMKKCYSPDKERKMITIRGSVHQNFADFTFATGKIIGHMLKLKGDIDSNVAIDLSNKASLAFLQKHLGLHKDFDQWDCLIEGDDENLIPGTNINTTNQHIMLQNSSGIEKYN
# LYPLA1 counter = LYPLA1 (human) inhibition in PME1 counter-screen | O75608 | recombinant LYPLA1, FP-Rh probe fluorescence polarization | inhibition, % at 5.9 µM | 0.16% of 320,000 active | AID 2174;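 active means inhibition above the mean of all tested compounds plus 3 SD, set per campaign, cut at about 14% in these data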;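 further: inhibitors block serine hydrolase probe labeling of LYPLA1 so polarization falls; 0% = enzyme with DMSO and 100% = wells lacking LYPLA1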
# Target sequence (O75608 whole entry, looked up): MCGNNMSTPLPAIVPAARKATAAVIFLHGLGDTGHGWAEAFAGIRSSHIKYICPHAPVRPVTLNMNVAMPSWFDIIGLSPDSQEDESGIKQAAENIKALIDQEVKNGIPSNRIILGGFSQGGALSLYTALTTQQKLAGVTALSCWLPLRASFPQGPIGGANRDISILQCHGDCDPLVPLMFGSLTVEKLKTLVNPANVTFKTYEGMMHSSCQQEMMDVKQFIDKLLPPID
# PAFAH1B3 FP inh = inhibitors of human PAFAH1B3; Q15102; recombinant PAFAH1B3, FP-rhodamine probe, fluorescence polarization; inhibition, % at 3.39 µM; 0.28% of 340,000 active; AID 492972;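 active means inhibition above the screen-wide average of all tested compounds plus 3 SD, cut at about 25% in these data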;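 further: 0% = enzyme with DMSO only and 100% = wells lacking PAFAH1B3 protein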
# * hit, by the source's call; nt = no result given. The list is partial; count on the stated rates, not on these rows.
# Each structure is followed by: GSTO1 counter, Fam108B counter, PAFAH1B2 FP inh, PME-1 inh, PAFAH2 inh, PAD4 FP inh, pPAFAH FP inh, LYPLA1 counter, PAFAH1B3 FP inh
1. COc1cc(NC(=O)c2ccco2)c(OC)cc1NC(=O)Nc1ccc(Cl)cc1
→ 0, 4, -10, 2, 4, -2, 12, -5, 6
2. Cc1ccc(S(=O)(=O)NCCCOC(=O)Nc2ccncc2)cc1
→ 10, 1, -1, 1, -5, 2, 2, 1, 5
3. Cc1ccc(SC(C)C(=O)NC(N)=O)c(C)c1 (centres undefined)
→ 2, -2, 8, 2, -14, -4, -1, 3, 3
4. CN(C)C(CNC(=O)c1cc2ccccc2oc1=O)c1ccccc1 (centres undefined)
→ 2, 0, 5, -1, 1, 0, 5, 1, 11
5. Nc1nc(-c2ccc(Cl)cc2)nn1C(=O)c1ccco1
→ 3, -1, -2, 0, 0, -1, 5, -1, 4
6. CCOc1cc(C(=O)N=c2sccn2C)ccc1OC(F)F
→ -1, 4, -1, 3, -3, -2, 1, -2, 2
7. CCOC(=O)/C=C1\SCC(=O)N1CC(=O)NCCc1ccc(F)cc1
→ -1, 0, 2, 3, 3, -5, -2, 2, 2
8. COc1ccccc1C(=O)NCCCNC(=O)c1cccnc1
→ 3, -1, 1, -1, -8, -3, -1, 1, -3
9. Cc1ccccc1C(=O)c1cccn1CC(=O)NCCCN1CCCCC1
→ -10, -2, 4, 3, 5, -2, 1, -3, 9
10. CCNC(=O)NC(=O)C(C)OC(=O)CCCc1nc2ccccc2s1 (centres undefined)
→ -2, 7, -2, 2, 0, 2, 3, -2, 5

# (listing goes on)
# Each structure is followed by: GSTO1 counter, Fam108B counter, PAFAH1B2 FP inh, PME-1 inh, PAFAH2 inh, PAD4 FP inh, pPAFAH FP inh, LYPLA1 counter, PAFAH1B3 FP inh
11. Fc1ccccc1OCCCn1ccnc1
→ 1, -1, 2, -10, -3, -1, 5, -2, 9
12. CCOC(=O)c1c(NC(=O)c2cccs2)sc(C)c1CC
→ 3, -6, 4, -6, 3, 5, 1, -4, 8
13. Cc1ccc(OCC(=O)Nc2ccccc2F)cc1
→ -7, 2, 5, 1, -2, -1, 1, -1, 1
14. O=C(Nc1ccc2c(c1)OCCO2)c1ccccn1
→ 4, -7, 5, -6, 7, -11, -5, 1, 8
15. CCOCCCNC(=O)C(NC(=O)c1ccc(=O)[nH]c1)c1ccc(Cl)cc1 (centres undefined)
→ 0, 0, 3, 0, -3, -2, 1, 3, 7
16. CCCCN(C)Cc1c(O)ccc2c(-c3ccccc3)cc(=O)oc12
→ 11, 4, 9, -1, 1, 5, 3, -4, 9
17. Clc1nnc2ccc(-c3ccccc3)nn12
→ -1, -6, -2, -1, -4, 3, -9, -1, 6
18. O=C(COC(=O)c1cccc(-n2cnnn2)c1)c1ccccc1
→ 7, 0, -3, 0, 2, -2, 7, 3, 2
19. NC(=O)[C@@H]1CCCNc2c(I)cc([N+](=O)[O-])cc2C(=O)N[C@@H](CO)C(=O)N[C@@H](Cc2ccc(O)cc2)C(=O)N1
→ 3, 8, 7, 2, -1, 2, 1, -2, 0
20. O=S(=O)(c1ccc(F)cc1)N1CCN(Cc2ccccc2C(F)(F)F)CC1
→ -5, -3, 4, -2, 7, -3, 3, -4, -3

# Further compounds:
# Each structure is followed by: GSTO1 counter, Fam108B counter, PAFAH1B2 FP inh, PME-1 inh, PAFAH2 inh, PAD4 FP inh, pPAFAH FP inh, LYPLA1 counter, PAFAH1B3 FP inh
21. CCNC(=S)NCc1ccc2c(c1)OCO2
→ 2, 2, -7, -4, -3, -1, -2, 0, 5
22. CN(C)CCOc1nc(-c2ccccc2)nc2c1oc1ccccc12
→ -2, 2, 1, -1, 0, -10, -5, -7, 4
23. O=C(N/N=C/C=C/c1ccc2c(c1)OCO2)C(O)c1ccccc1 (centres undefined)
→ 1, 0, -3, -5, -3, 2, 7, 1, 3
24. O=C1CN(C(=O)COC(=O)C23CC4CC(CC(O)(C4)C2)C3)c2ccccc2N1
→ -1, 1, 1, 0, -15, 3, 4, 2, -4
25. CC(CCC(=O)O)(c1ccc(O)cc1)c1ccc(O)cc1
→ nt, nt, 25*, 0, 1, 2, -2, -3, 11
26. Cc1ccnc2c1ccc1c(C)ccnc12
→ nt, nt, 6, 6, 6, -7, 2, -1, 6
27. COc1cc2c(cc1OC)CN(CC(=O)Nc1cccc([N+](=O)[O-])c1)CC2
→ 2, 2, 10, -2, 3, -10, 3, 1, 1
28. Oc1[nH]c2ccccc2c1N=Nc1ccccc1
→ -12, -1, 0, 15, -4, 0, 1, -2, 1
29. O=C(NC(=S)Nc1ccc(N2CCCCC2)cc1)c1cccs1
→ 7, 0, 3, 8, 5, -4, 6, 1, 6
30. COc1ccc(-c2noc(CNC(=O)CCCN3C(=O)[C@H]4CC=CC[C@H]4C3=O)n2)cc1
→ -3, -3, -1, 0, 3, 0, 2, -3, 6

# Additional compounds follow.
# Each structure is followed by: GSTO1 counter, Fam108B counter, PAFAH1B2 FP inh, PME-1 inh, PAFAH2 inh, PAD4 FP inh, pPAFAH FP inh, LYPLA1 counter, PAFAH1B3 FP inh
31. CC1(C)C(=O)C2(CCCCC2)C(=O)OC1c1cccn1-c1ccc([N+](=O)[O-])cc1 (centres undefined)
→ 2, 0, 5, 3, -3, -1, -6, 3, 7
32. O=C(NCCN1CCN(c2ccccc2)CC1)C1CCN(S(=O)(=O)c2cccc3nsnc23)CC1
→ -5, -1, 4, 7, -2, -6, 1, 2, 7
33. O=C(Cc1ccccc1[N+](=O)[O-])NCCc1ccc(F)cc1
→ 5, 2, 4, -6, 3, 0, 6, -1, 7
34. CCN(CC)CCNc1cc(C)nc2c1C(=O)C(=O)C=C2N1CCCCC1
→ 77*, 0, 5, -7, -2, 3, 4, 0, 12
35. S=c1[nH]c2ncccc2o1
→ 4, 3, 6, 2, -9, 0, 1, 2, -1
36. COc1cccc(C2(O)CCN(C(=O)Cc3cccnc3)CC2)c1
→ 10, -5, 3, -6, 8, 0, 3, 1, 11
37. O=CNc1ccccc1
→ nt, nt, 3, -3, 3, 3, 0, 2, -2
38. CCOc1ccc(S(=O)(=O)NN)cc1
→ -6, 0, 5, -6, -2, -2, -5, 1, -2
39. Cc1ccc(Nc2nc(-c3ccc(C)cc3)c(CC(=O)O)s2)cc1
→ 2, 3, -4, -2, -8, -5, 0, -2, -5
40. CC(=O)Nc1ccc(N2C(=O)CSC2c2ccccc2[N+](=O)[O-])cc1 (centres undefined)
→ -3, -10, 3, 1, -6, -2, 7, -6, 4

# The list goes on:
# Each structure is followed by: GSTO1 counter, Fam108B counter, PAFAH1B2 FP inh, PME-1 inh, PAFAH2 inh, PAD4 FP inh, pPAFAH FP inh, LYPLA1 counter, PAFAH1B3 FP inh
41. CCOC(=O)CSc1nc(-c2ccccn2)ncc1OC
→ -4, 2, 3, -3, 0, -5, 1, -1, 12
42. CCOC(=O)c1sc(NC(=O)C2CCC2)cc1C
→ 4, -1, 0, -3, -1, -4, 0, -1, 3
43. N/C(=N\OC(=O)c1ccc(Cl)cc1)c1ccccn1
→ 3, 0, 0, 1, 2, -1, 9, -1, -1
44. NC(=O)c1ccsc1NC(=O)COC(=O)c1c(F)cccc1Cl
→ nt, nt, 5, 7, 3, 5, 4, 3, 10
45. CC(=O)c1cc(-c2ccccc2)n(CC(=O)Nc2cccc(C)c2C)c1C
→ 12, -6, 3, 2, -2, -1, 2, -4, 6
46. CCOc1ccc(C(=O)Nc2ccc(NC(=O)c3ccco3)c(Cl)c2)cc1Br
→ 0, -22, -8, -19, -22, -4, -7, -9, -14
47. C#CCn1c(=NC(=O)c2cc(-c3cccs3)nc3ccccc23)sc2cc(S(N)(=O)=O)ccc21
→ -5, -41, -1, -27, -30, -14, -28, -50, -10
48. Cn1c(-c2ccc(F)cc2)cc2onc(-c3c(F)cccc3Cl)c2c1=O
→ nt, nt, -4, nt, -2, 0, 3, nt, 13
49. CC1CN(C(=O)c2cn3ccccc3n2)CC(C)O1 (centres undefined)
→ 3, -1, 1, -3, 13, 0, 4, -2, -4
50. CCCCNC(=O)c1nnn(-c2ccccc2)c1N
→ 1, -1, -2, -1, -20, -5, 4, -2, 9

# Going on with the list.
# Each structure is followed by: GSTO1 counter, Fam108B counter, PAFAH1B2 FP inh, PME-1 inh, PAFAH2 inh, PAD4 FP inh, pPAFAH FP inh, LYPLA1 counter, PAFAH1B3 FP inh
51. CC(C)NC(=O)C1CCN(C2CCN(C(=O)/C=C/c3cccs3)CC2)CC1
→ -10, 1, 3, -14, -3, -1, 3, 0, -3
52. COc1cccc(N2CC(NC(=O)C(=O)c3c(C)[nH]c4ccccc34)CC2=O)c1 (centres undefined)
→ -10, 0, 0, -3, 2, -2, -1, 2, 6
53. CCOC(=O)NN1C(=O)c2ccccc2NC1c1ccc(OC)c(OC)c1 (centres undefined)
→ -1, 2, 3, 0, 4, -5, -3, 0, 11
54. Cc1cc([N+](=O)[O-])nn1CC(=O)N1CCOCC1
→ 0, -2, 2, 0, 3, 2, 0, 2, 9
55. COc1ccc(C(C)(C)C)cc1NC(=O)CNc1cccc2ccccc12
→ -8, 5, 6, 3, 5, 3, 17, -5, 12
56. COc1ccc(CCNC(=O)NC2CCCCC2)cc1
→ 3, 3, 5, 0, 4, -1, 2, 2, 3
57. NS(=O)(=O)c1ccc(CCNC(=O)COC(=O)c2nc(Cl)ccc2Cl)cc1
→ nt, nt, -3, 5, 3, 1, 10, -3, 5
58. N#CCCN(C(=O)COC(=O)C1CCN(S(=O)(=O)c2ccc3c(c2)OCCO3)CC1)c1ccccc1
→ 6, 0, 3, 10, 3, 0, 13, 1, 12
59. Oc1c(Br)cc(Br)c(/C=N/n2c(-c3ccccc3)n[nH]c2=S)c1Br
→ -15, 19*, 9, 38*, 31*, -6, 42*, 2, 1
60. Cc1nonc1C(=O)N/N=C/c1cccc(O)c1
→ 1, 2, 0, -1, -5, -4, -2, 11, 7

# (further entries)
# Each structure is followed by: GSTO1 counter, Fam108B counter, PAFAH1B2 FP inh, PME-1 inh, PAFAH2 inh, PAD4 FP inh, pPAFAH FP inh, LYPLA1 counter, PAFAH1B3 FP inh
61. Cc1ccc(C(=O)N/N=C/c2ccc3c(c2)OCO3)o1
→ -2, 0, 2, -8, -3, -1, 2, -3, -1
62. O=C(NC1c2ccccc2-c2ccccc21)c1ccccc1
→ 8, -2, 0, 3, -3, -1, 2, -1, -1
63. Cc1cc(OCC(=O)Nc2cccc(S(=O)(=O)NC3=NCCCCC3)c2)ccc1Cl
→ 2, 1, 2, 0, 2, -1, 5, 2, -12
64. C=CCSc1nc(N(CC)CC)c2sccc2n1
→ -1, 5, 3, -3, 1, -1, 4, 0, 1
65. COc1ccc(Br)cc1S(=O)(=O)NCc1ccccn1
→ 2, -1, -2, -3, 4, 0, -1, 2, 2

# Source: PubChem (The Scripps Research Institute Molecular Screening Center)
